Menin-MLL TR inh – displaces Texas Red mutant MLL peptide from human menin | Menin + Texas Red MLL mutant peptide, fluorescence polarization | Potency, µM (highest dose often 61.6 µM), without a hit: top-dose FP activity change, negative = inhibition, usual class: inhibitors | hit rate 0.23% among 270,000; active = well fitted inhibition curve with a large enough effect in the polarisation, with a control signal flat, not every such curve was filed as active; inconclusive = small, poorly fitted or top-dose-only effect, or effect the other way, or a change in a side signal; inactive = no such curve, though single readings can be large or run the other way; the % refers to the polarisation; note: potency is the fitted concentration of half-maximal effect; % of control where 0% means no effect; many of its hits are not listed in these tables
Eya2 phos inh – Eya2 (human) phosphatase inhibition; O00167; recombinant Eya2, OMFP fluorescence dephosphorylation (OMFP is methylfluorescein phosphate); Potency, µM (titrated, usually from 76.9 µM), without a hit: at the highest dose activity, negative = inhibition, actives largely listed as inhibitors; hit rate 0.006% among 330,000; AID 488837; note: potency is the fitted concentration of half-maximal effect; % is set by controls: 0 for no effect and ±100 for the full control effect
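Eya2 (0.2 uM) preincubated 10 min at ambient with compound, then OMFP substrate added at 50 uM; 10 min reaction in 50 mM HEPES pH 7.5, 50 mM NaCl, 5 uM MgCl2, 0.05% BSA, 1 mM DTT. Fluorescence read at Ex 485/Em 525 nm.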
KCNH2 WT inh – blocks the wildtype human KCNH2 potassium channel; Q12809; U2OS, BacMam KCNH2, thallium flux FluxOr; hits give low values; activity change, % at 1.84 µM; hit rate 0.37% among 340,000; AID 720551;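 active = maximum activity change below -70%; inconclusive = maximum activity change between -70% and -50%; inactive = maximum activity change above -50%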; note: % is set by controls: 0 for no effect and ±100 for the full control effect
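U2OS cells were transduced with wild-type KCNH2 virus (2.03 x 10^8 / mL) for 4 h at room temperature, then cultured overnight at 37 C. Thallium flux was read with FluxOr dye. Rate constants were normalized to DMSO controls.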
MBNL1-CUG inh – blocks human MBNL1 binding to CUG repeat RNA | TR-FRET MBNL1-His/biotin-(CUG)12 binding, 665/545 ratio | Q9NR56 | hit rate 0.036% among 280,000 | AID 2675 | Potency, µM (highest dose often 57.5 µM), inactives show at the highest dose activity change, negative = inhibition, hits mostly inhibitors; active = well fitted inhibition curve with a large enough effect in the signal ratio, with a control signal flat, not every such curve was filed as active; inconclusive = small, poorly fitted or top-dose-only effect, or effect the other way, or a change in a side signal; inactive = no such curve, though single readings can be large or run the other way; the % refers to the signal ratio; note: potency is the fitted concentration of half-maximal effect; % is set by controls: 0 for no effect and ±100 for the full control effect
Target sequence (Q9NR56 whole entry, looked up): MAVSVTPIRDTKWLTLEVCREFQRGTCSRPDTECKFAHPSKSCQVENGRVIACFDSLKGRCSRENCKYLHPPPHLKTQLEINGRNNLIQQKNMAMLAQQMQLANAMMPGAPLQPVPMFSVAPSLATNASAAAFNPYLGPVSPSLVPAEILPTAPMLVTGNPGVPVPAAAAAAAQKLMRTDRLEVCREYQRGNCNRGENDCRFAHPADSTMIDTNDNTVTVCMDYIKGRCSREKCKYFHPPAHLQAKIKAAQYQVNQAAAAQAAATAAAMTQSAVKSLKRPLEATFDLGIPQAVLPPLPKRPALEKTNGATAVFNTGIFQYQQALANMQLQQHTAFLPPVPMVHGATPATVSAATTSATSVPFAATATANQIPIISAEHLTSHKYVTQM
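Compounds (final 92 nM to 58 uM) are added to His-tagged MBNL1 and biotin-(CUG)12, then terbium anti-His antibody and streptavidin-XL665 (5 nM final). After 60 min at room temperature, the 665/545 nm ratio is read.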
GALK inh – galactokinase (human) inhibition | AID 1868 | Potency, µM (series often up to 57.5 µM), inactives show at the highest dose activity change, negative = inhibition, hits mostly inhibitors | Purified GALK, Kinase-Glo residual ATP luminescence | P51570 | hit rate 0.007% among 270,000; note: potency is the fitted concentration of half-maximal effect; % is set by controls: 0 for no effect and ±100 for the full control effect
Target sequence (P51570 whole entry, looked up): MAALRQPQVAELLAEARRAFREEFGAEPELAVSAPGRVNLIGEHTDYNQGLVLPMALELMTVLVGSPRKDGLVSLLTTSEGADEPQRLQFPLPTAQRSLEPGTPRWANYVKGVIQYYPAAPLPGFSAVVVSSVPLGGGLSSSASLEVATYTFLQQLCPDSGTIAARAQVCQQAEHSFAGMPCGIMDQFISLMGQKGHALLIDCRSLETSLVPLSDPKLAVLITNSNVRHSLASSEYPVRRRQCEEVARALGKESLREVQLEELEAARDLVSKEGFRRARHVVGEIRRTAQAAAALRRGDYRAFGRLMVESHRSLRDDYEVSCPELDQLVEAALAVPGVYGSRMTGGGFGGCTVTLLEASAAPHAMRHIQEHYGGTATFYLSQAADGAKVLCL
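The enzyme phosphorylates galactose (100 uM) using ATP (35 uM); inhibition is detected as higher residual ATP, quantified by bioluminescence after 1 h reaction at room temperature, pH 8.0.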
USP2a inh – blocks human ubiquitin-specific protease USP2a | Potency, µM (top dose mostly 38.3 µM), for inactives: at the highest dose activity change, negative = inhibition, actives largely listed as inhibitors | USP2 core, Ub-CHOP2 coupled fluorogenic reporter, 485/531 | hit rate 0.01% among 330,000;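 note: potency is the fitted concentration of half-maximal effect; plate controls were DMSO wells for no effect and full inhibition by NEM control for full effect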
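USP2 core (10nM final) preincubated 30min RT with compound in 20mM Tris-HCl pH 8.0, 2mM CaCl2, 2mM beta-mercaptoethanol, 0.05% CHAPS; 25nM Ub-CHOP2 plus 25nM reporter substrate added, fluorescence (Ex485/Em531) read after 60min.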
Mito fusion yeast – inhibitors of mitochondrial division or activators of mitochondrial fusion; Potency, µM (doses to about 46.1 µM), inactives show top-dose growth rescue (activation), hits mostly activators; S. cerevisiae fusion-defective mutant growth rescue, CellTiterGlo 48 h; AID 485298; hit rate 0.23% among 320,000;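 note: potency is the fitted concentration of half-maximal effect; % of control where 0% means no effect; nearly all actives have a fitted effect of over 45% in size; temperature-sensitive fusion mutants such as fzo1-1 at 37 °C on non-fermentable ethanol glycerol medium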
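Growth-rescue viability read-out: after 48 h at the non-permissive 37C in glycerol/ethanol YPEG, yeast mitochondrial fusion mutants are measured by CellTiterGlo luminescence; compounds (23 nl pinned per well) restoring growth score as division inhibitors or fusion activators.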
TSHR antag – blocks TSH signaling through the human TSH receptor; P16473; TSHR-expressing cells, TSH-stimulated cAMP HTRF, 2 h; hits give low values; activity change, negative = inhibition, % at 11.5 µM; hit rate 0.2% among 330,000;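 active = activity change below a set negative limit, meaning inhibition stronger than a set level, cut at about -70% in these data; inconclusive = activity change between two set negative limits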; note: % is set by controls: 0 for no effect and ±100 for the full control effect
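Cell-based HTRF cAMP assay; TSHR cells + compound, TSH EC80 (4nM final), 2 h, 37 deg C. Lysis with anti-cAMP cryptate and cAMP-d2, 30 min RT, read 665/620 nm.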
PKM2 act – PKM2 (human) enzyme activation; purified PKM2, Kinase-Glo ATP luminescence, activation; response scale: 0% is enzyme alone, no compound; Potency, µM (highest dose often 57.5 µM), for inactives: top-dose activation, hits mostly activators; hit rate 0.34% among 260,000; AID 1631; note: potency is the fitted concentration of half-maximal effect; % is set by controls: 0 for no effect and ±100 for the full control effect; nearly all actives have a fitted effect of over 55% in size
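hPK-M2, >95% pure; 0.1 mM ADP / 0.5 mM PEP final; imidazole pH7.2 buffer w/ 7 mM MgCl2, 50 mM KCl; 1 h RT; Kinase-Glo lum. Intermediate enzyme activity for dual inhibitor/activator qHTS.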
ASM inhibitor – blocks human secretory acid sphingomyelinase; P17405; placental ASM, HMU-PC fluorogenic substrate, 60 min; Potency, µM (series often up to 57.5 µM), without a hit: at the highest dose activity change, negative = inhibition, most hits filed as inhibitors; hit rate 0.006% among 340,000; AID 504937; note: potency is the fitted concentration of half-maximal effect
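HMU-PC0 cleavage (9 uM final) by human placental ASM, 60 min at 37 °C following 10 min compound exposure at RT; stopped at pH 10, fluorescence Ex 386/Em 447 nm.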
Chronic BCR inh – chronic active BCR signaling inhibition; ABC-DLBCL IkBa-CBG/CBR reporter, luminescence ratio, 4 h; Potency, µM (highest dose often 46.1 µM), for inactives: at the top dose ratio change, negative = lower green/red ratio, hits mostly inhibitors; hit rate 0.05% among 340,000; active = well fitted inhibition curve with a large enough effect in the signal ratio, with a control signal flat, not every such curve was filed as active; inconclusive = small, poorly fitted or top-dose-only effect, or effect the other way, or a change in a side signal; the % refers to the signal ratio;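 note: potency is the fitted concentration of half-maximal effect; plate controls were basal doxycycline-induced cells for no effect and cells given 10 µM MG132 for full effect; MG132 reads +100%, hits lower the ratio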
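Compounds up to 46 uM were incubated four hours with TMD8 cells whose green CBG68 luciferase is fused to IkappaBalpha; red CBR luminescence normalised the signal, and concentration-effect curves were fitted to fusion, red and ratio data.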
Starred values were filed as active, the others as inactive; i = inactive; ? = inconclusive; . = not tested or not shown; & = joins results of further samples; [ ] = remark or other dose. Unless noted, calls come from the whole dose curve; as a rule, active = well fitted curve in the direction sought with a large enough effect; inconclusive = small, poorly fitted or top-dose-only effect, or another doubt; inactive = no such curve, though single readings can be large; an effect the other way counts as inactive or inconclusive. These rows are one share of the data (hit frequency here may not be typical).

SMILES	Menin-MLL TR inh	Eya2 phos inh	KCNH2 WT inh	MBNL1-CUG inh	GALK inh	USP2a inh	Mito fusion yeast	TSHR antag	PKM2 act	ASM inhibitor	Chronic BCR inh
COc1cc2c(cc1OC)C(c1cccs1)N(C(=O)C(C)C)CC2 (configuration not stated)	?	3%	-6	1%	.	2%	7%	-3	0%	0%	-1%
Cc1cc(-n2nc(C)cc2C)n2ncc(-c3ccccc3)c2n1	-3%	-29%	0	0%	2%	2%	-1%	-18	-3%	-3%	?
Cc1ccc(NC(=O)CCS(=O)(=O)c2ccc3nc(C)sc3c2)cc1	?	3%	-7	2%	.	0%	-3%	14	0%	2%	10%
N#Cc1c(NC(=O)C2CC(c3ccccc3O)=NO2)sc2c1CCC2 (configuration not stated)	16%	-9%	2	-17%	0%	2%	-3%	-14	-15%	?	10%
Cc1ccc(-n2nc(C)c3c(C)c(CCC(=O)NC(C)c4ccccc4)c(C)nc32)cc1 (configuration not stated)	-4%	24%	-3	-6%	3%	1%	0%	0	-1%	-1%	5%
Cc1c(/C(O)=C2\C(=O)C(=O)N(CCN(C)C)C2c2ccco2)cnn1-c1ccccc1 (configuration not stated)	-1%	-4%	1	18%	0%	7%	-1%	0	0%	-1%	?
O=C(O)c1ccc(NC2OC[C@@H](O)[C@H](O)[C@H]2O)cc1 (some centres not stated)	.	-16%	17	.	.	2%	?	7	.	9%	0%
CCOC(=O)c1ccc(NC(=S)NCc2ccc(S(N)(=O)=O)cc2)cc1	35%[activator]	-20%	-3	-14%	6%	-2%	3%	13	-2%[11.5 µM]	-2%	-2%
Cc1ccc(C23CC4CC(CC(C(=O)OCC(=O)NC5CCS(=O)(=O)C5)(C4)C2)C3)cc1 (configuration not stated)	5%	-7%	0	-1%	0%	2%	-6%	2	4%	4%	-16%
CC(C)n1nnc2c(=O)oc3ccccc3c21	-2%	-11%	11	-5%	.	1%	1%	-28	1%	1%	0%
O=C(C1=C(O)C(=O)N(CCc2ccccc2)C1c1cccs1)c1ccco1 (configuration not stated)	-21%	19%	-1	27%	1%	3%	-4%	21	.	-1%	0%
Cc1c(C)c(C)c(S(=O)(=O)N2CCC3(CC2)OCCO3)c(C)c1C	.	-1%	-4	-5%	5%	-1%	7%	9	-9%	0%	-1%
CCCn1cc(CN2CCC(n3nccc3NC(=O)c3ccc4c(c3)OCO4)CC2)c(C)n1	-1%	3%	23	-4%	3%	2%	-5%	-3	3%	2%	0%
Cn1cc(SCC(=O)Nc2nccs2)c2ccccc21	14%	-30%	-4	-5%	0%	-1%	-2%	1	?	-2%	-3%
CCn1c(SCC(=O)c2ccc(NS(=O)(=O)c3ccccc3)cc2)nnc1-c1cccs1	4%	8%	2	-3%	-2%	-1%	1%	-11	0%	-4%	-23%
CCCN1CCC(NC23CC4CC(CC(C4)C2)C3)CC1	-12%	1%	.	-2%	1%	2%	-2%	3	-1%[11.5 µM]	.	5%
Cc1ccnc(SCC(=O)c2ccc(Br)s2)n1	4%	7%	-3	23%	1%	-1%	-7%	-1	.	0%	?
CCOC(=O)c1sc(NC(=O)c2cc(-c3ccc(C)cc3)nc3ccccc23)c(C#N)c1C	?	-22%	-4	-9%	0%	1%	-1%	-47	-7%	0%	3%
CCCCCCc1cc2cc(C(=O)Nc3cccc(OC)c3)c(=O)oc2cc1O	7%	3%	14	.	1%	-1%	-7%	6	0%	i	?
C/C(=N\NC(=S)Nc1ccccc1C)C1Cc2ccccc2C(=O)O1 (configuration not stated)	.	10%	0	.	0%	3%	1%	-2	?	1%	?
O=C1Nc2ccc(Br)cc2C1=Nc1ccc(-c2nnc3n2CCCCC3)cc1	.	1%	.	9%	-3%	-2%	-5%	-1	3%	.	?
O=C1[C@@H]2Cc3c([nH]c4ccccc34)CN2C(=O)CN1CCCO	10%	3%	3	-4%	.	-2%	-2%	6	.	2%	3%
Cc1nn(-c2ccccc2)c(N2CCCC2)c1C=O	-10%	-4%	.	-2%	-8%	1%	-2%	1	.	0%	0%
O=C(Nc1nnc(-c2ccccc2)o1)c1cc(-c2cccs2)nc2ccccc12	?	-19%	-5	27%	.	-14%	13µM*	-17	6%	-1%	?
COc1ccc(/C=C2\SC(=S)N(CC(=O)OCC(=O)Nc3ccc(C)cc3Cl)C2=O)cc1	-13%	6%	-3	3%	3%	1%	0%	-1	-1%	-6%	5%
Cc1ccsc1/C=C(\C#N)C(=O)NCCCN1CCOCC1	1%	-3%	2	?	9%	3%	-6%	12	-9%	-3%	0%
Cc1ccc(S(=O)(=O)NCCc2ccncc2)cc1[N+](=O)[O-]	1%	-21%	1	32%[activator]	.	0%	-5%	-7	.	-1%	0%
COCCn1nnnc1C(c1cc(OC)ccc1OC)N1CCc2ccccc2C1 (configuration not stated)	-10%	18%	1	-2%	-4%	0%	2%	-6	-1%	3%	-2%
C=C(C)C(=O)Nc1cccc(C2=NOC3(C2)C[C@@H](C(N)=O)N(C(=O)CC(c2ccccc2)c2ccccc2)C3)c1 (some centres not stated)	.	10%	-3	2%	4%	-5%	-5%	-1	-4%	1%	-5%
COc1ccc2nc(/N=C\N(C)C)sc2c1	-20%	23%	0	-3%	-1%	0%	3%	13	0%	2%	-8%
COc1cccc(CC2(CO)CCCN(Cc3ccc(-c4ccco4)cc3)C2)c1 (configuration not stated)	-17%	12%	4	4%	0%	6%	-4%	-3	7%	3%	9%
CCOc1ccc(C(=O)C(CN2CCOCC2)c2ccccc2)cc1 (configuration not stated)	1%	2%	-2	3%	.	0%	15%	-3	-5%	3%	?
COc1ccc(CCN(C)C(=O)Cc2ccc(-c3ccccc3)cc2)cc1OC	-14%	-15%	18	2%	-1%	-6%	10%	-24	1%	-3%	?
COC(=O)C(C(=O)OC)C(C[N+](=O)[O-])c1ccc(OC)cc1 (configuration not stated)	2%	8%	2	-3%	-1%	2%	-4%	19	-1%	3%	0%
CCC1CCCCN1C(=O)CSc1nnc(N)s1 (configuration not stated)	.	-23%	19	.	.	2%	.	-1	.	4%	3%
CN(C)S(=O)(=O)c1ccc(C(=O)Nc2cc3c(cc2C(=O)O)OCCCO3)cc1	?	-5%	-2	0%	-1%	-1%	8%	1	0%	5%	-2%
CCCCNc1ccc(S(N)(=O)=O)cc1[N+](=O)[O-]	-21%	0%	.	.	0%	2%	0%	-6	?	.	-4%
CCOc1ccc(/C=N/NC(=O)c2ccccc2O)cc1CN1CC2CC(C1)c1cccc(=O)n1C2 (configuration not stated)	.	-5%	-2	.	.	-13%	0%	-13	.	1%	?
COC(=O)c1cccc(NC(=S)NCCC2=CCCCC2)c1	?	-7%	-8	-2%	-1%	-2%	-1%	-38	-1%	-3%	?
Cc1ccc2oc(=O)c3cnn(CC(=O)N4CCN(c5ccccn5)CC4)c3c2c1	-1%	7%	12	1%	2%	-2%	1%	-29	0%	-2%	?
COC(=O)[C@@H]1C[C@@]2(O)[C@H](O)[C@H](O)[C@H](O)C[C@H]2N1Cc1ccc(C(F)(F)F)cc1	-1%	6%	-3	-8%	5%	0%	-13%	20	4%&-12%	7%	-1%
CCOc1ccc(/C(O)=C2/C(=O)C(=O)N(Cc3cccnc3)C2c2ccc(N(C)C)cc2)c(C)c1 (configuration not stated)	?	-4%	-6	3%	5%	-1%	-2%	-10	-2%	-3%	-3%
CN(C)/C=C/C=C1C(=O)CCCC1=O	5%	2%	-5	23%	0%	-2%	-2%	0	3%	0%	0%
CC(C)CC(=O)N1CCN(Cc2ccccc2Cl)CC1	-22%	-16%	-9	-22%	1%	4%	0%	-8	2%	2%	-1%
CC(=O)N1CCCc2cc(S(=O)(=O)N(C)CCC#N)ccc21	-9%	-13%	-16	5%	0%	2%	0%	-2	0%	0%	-2%
CN(CC(=O)NNC(=O)Cc1ccccc1F)S(=O)(=O)c1ccc(Cl)cc1	.	20%	-1	.	.	1%	4%	-3	.	3%	-5%
CCN(CC)CCNC(=O)c1ccc(NC(=O)c2c(C)nn(-c3ccc(F)cc3)c2Cl)cc1	-1%	5%	12	-11%	-1%	0%	-7%	-9	4%	-2%	5%

From PubChem BioAssay
